Screening results: PubChem, Sanford-Burnham Center for Chemical Genomics
human PMI inhibition – inhibitors of human PMI, primary screen, biochemical, fluorescence intensity, coupled assay (AID 1209); Mannose-6-phosphate isomerase (Homo sapiens); purified PMI enzyme, coupled fluorescence intensity; higher % means a stronger effect; inhibition, % at 20 µM, or IC50 in µM where a hit was titrated; 0.42% of 190,000 active;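 note: plate controls were DMSO vehicle for no effect and wells lacking substrate for full effect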
TNAP activators – human TNAP enzyme activators, primary screen, biochemical, luminescent, no phosphate acceptor, uHTS (AID 1001). Alkaline phosphatase, tissue-nonspecific isozyme (Homo sapiens). purified TNAP, luminescent activation assay, no phosphate acceptor; higher activation fold means a stronger effect. one-dose activation fold at 20 µM; EC50 in µM for titrated hits. 0.03% of 200,000 active; in the data active = activation fold from about 3, or a potency from the dose series; inactive = the rest, 99 in 100 with activation fold below about 1.6; note: many of its hits are not listed in these tables
human PMI inhibitors – human PMI inhibitors, high substrate, primary screen, biochemical, fluorescence intensity, high mannose 6-phosphate (AID 1220) | one-dose inhibition, % at 20 µM; IC50 in µM for titrated hits | 0.66% of 190,000 active | recombinant PMI enzyme, coupled fluorescence intensity; higher % means a stronger effect
KOR beta-arrestin-1 – KOR agonists, beta-arrestin recruitment, primary screen, cell-based, luminescence, uHTS (AID 1777); 0.02% of 280,000 active; KOR beta-arrestin recruitment, luminescence; higher % means a stronger effect; Kappa-type opioid receptor (Homo sapiens); activation, % at 10 µM, or EC50 in µM where a hit was titrated; in the data active = activation above about 50%, passing the limit was not always enough; note: a part of the inactive calls stands beside numbers as strong as those of hits
LYP phosphatase – inhibitors of LYP phosphatase, biochemical, fluorescence intensity, uHTS (AID 1779); recombinant LYP phosphatase, fluorescence intensity; higher % means a stronger effect; one-dose inhibition, % at 11.5 µM; IC50 in µM for titrated hits; 0.054% of 290,000 active;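 note: plate controls were vehicle with enzyme for no effect and no enzyme for full effect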
NOD1 NF-kB reporter – NOD1 signaling inhibitors, primary screen, cell-based, luminescence, uHTS (AID 1578) | NOD1-driven NF-kB luciferase reporter cells, luminescence; higher % means a stronger effect | inhibition, % at 4 µM, or EC50 in µM where a hit was titrated | 1% of 290,000 active; in the data active = inhibition mostly above about 36%, no sharp cut-off; inactive = mostly below about 34%;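 note: HEK-293T reporter cells stimulated with the NOD1 agonist gamma-tri-DAP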
XIAP antagonists – XIAP antagonists, biochemical, IAP family, fluorescence polarization (AID 1018). E3 ubiquitin-protein ligase XIAP (Homo sapiens). 0.007% of 200,000 active. XIAP BIR domain, fluorescence polarization peptide displacement; higher % means a stronger effect. one-dose displacement, % at 20 µM; IC50 in µM for titrated hits; in the data active = displacement above about 50%; note: a part of the inactive calls stands beside numbers as strong as those of hits
KOR beta-arrestin-2 – KOR antagonists, beta-arrestin recruitment, cell-based, luminescence, uHTS (AID 1778); KOR beta-arrestin recruitment, luminescence, antagonist mode; higher % means a stronger effect; inhibition, % at 10 µM, or IC50 in µM where a hit was titrated; 0.091% of 290,000 active; Kappa-type opioid receptor (Homo sapiens); note: strong numbers were not always called active
HEK293 NOD2/NF-kB – NOD2 signaling inhibitors, cell-based, luminescence, uHTS, HEK293 (AID 1566); 0.63% of 290,000 active; inhibition, % at 4 µM, or EC50 in µM where a hit was titrated; HEK293 NOD2/NF-kB luciferase reporter, luminescence; higher % means a stronger effect; note: many of its hits are not listed in these tables
* marks the source's active call; other numbers are inactive results; . = not tested or not shown; [ ] = dose if it differs, or a comment. Cut-off read from the data, not from the text of the source, unless noted: active = inhibition above about 50%; inactive = the rest.

SMILES	human PMI inhibition	TNAP activators	human PMI inhibitors	KOR beta-arrestin-1	LYP phosphatase	NOD1 NF-kB reporter	XIAP antagonists	KOR beta-arrestin-2	HEK293 NOD2/NF-kB
COCc1c(C(=O)N/N=C\c2ccccn2)nnn1-c1nonc1N	.	.	.	-0.5%	-5.1%	-24.1%	.	-16.5%	-5.9%
CC(C)(C)C(=O)NCCN1C(=O)S/C(=C\c2ccc([N+](=O)[O-])cc2)C1=O	-5.5%	1	3.5%	-0.3%	0.4%	11.7%	-1.9%	2.4%	-1.1%
Cn1c(C2CCCCC2)nc2cc(N)ccc21	.	.	.	1.2%	-4.5%	-29.9%	.	-38.4%[20 µM]	0.4%
CCOc1cc(/C=N/Nc2nc(N3CCCC3)nc(N3CCCC3)n2)ccc1O	8.9%	1	8.3%	-10.0%	5.1%	-48.3%	-4.6%	-0.5%	-2.3%
CCc1sc(C(C2C(=O)CC(C)(C)CC2=O)C2C(=O)CC(C)(C)CC2=O)cc1[N+](=O)[O-]	0.6%	0.9	-11.7%	.	7.5%	0.0%	-5.2%	-39.0%[20 µM]	21.4%
COc1ccc(Nc2nc(C)nc3c2oc2ccccc23)c(OC)c1	.	.	.	-1.6%	-11.2%	0.0%	.	20.4%	24.0%
Cc1ccc(NC(=O)COC(=O)c2cc(Cl)ccc2Cl)c(Br)c1	-7.4%	1.1	-5.8%	2.9%	-2.5%	-11.5%	-12.1%	-54.3%	-0.8%
Cc1c(OCC(=O)N2CCC(C(=O)NCCCC(=O)O)CC2)ccc2c1oc(=O)c1ccccc12	.	.	.	-7.2%	-7.2%	-13.7%	.	-4.3%	11.3%
CC(=O)NC1C(Oc2ccc(C)cc2)OC2COC(c3ccco3)OC2C1O (stereo not given)	4.8%	1.1	-7.3%	-4.5%	-5.1%	-24.0%	-2.3%	6.1%	9.6%
CC1(C)CC(=O)c2cnc3c(C#N)cnn3c2C1	-4.1%	1	6.6%	1.1%	-7.8%	-10.9%	-5.0%	-17.9%[20 µM]	15.8%
COc1ccc(CCN2C(=O)CC(N3CCN(C/C=C/c4ccccc4)CC3)C2=O)cc1OC (stereo not given)	.	.	.	2.7%	-7.9%	6.2%	.	-21.0%	17.2%
COc1c(F)c(F)c(C(=O)O)c(Nc2cccc(C)c2)c1F	-22.2%	1.1	-11.6%	-6.4%	-0.8%	-3.1%	-2.6%	-2.1%	-14.1%
O=C(O)COc1ccc(S(=O)(=O)c2ccc(OCC(=O)O)cc2)cc1	1.9%	1.1	-4.4%	18.4%	-1.6%	11.5%	-2.5%	-20.2%	0.7%
Cn1c(Cn2c(=O)sc3ccccc32)nnc1SCC(=O)Nc1ccc(Cl)cc1	-0.8%	1.1	-3.1%	5.4%	-6.0%	-15.3%	-2.2%	28.5%	27.2%
COc1cc(/C=C/c2ccc3cccc(O)c3n2)c(Br)cc1O	.	.	.	-1.7%	-2.4%	-3.3%	.	14.5%	9.0%
Clc1ccc(C2CC(c3cccs3)n3ncnc3N2)c(Cl)c1 (stereo not given)	11.5%	1	3.0%	0.0%	-6.0%	-11.9%	-3.8%	2.2%	-17.3%
C=CCN1CCN(c2ccncc2S(=O)(=O)N2CCCCC2)CC1	.	.	.	3.9%	-10.5%	14.5%	.	-11.8%	-1.3%
COCCN=C1Sc2nc3cc4c(cc3cc2CN1CC1CCCO1)OCO4 (stereo not given)	-3.3%	1	-4.7%	.	-3.7%	22.1%	-10.7%	-22.0%[20 µM]	11.0%
CCSc1nnc(NC(=O)C2CC2c2ccccc2)s1 (stereo not given)	16.8%	1.1	-8.3%	1.9%	-8.0%	-53.5%	-4.0%	-10.8%	-35.5%
C=CCOC(=O)C(C#N)c1nc2ccccc2nc1N1CCCC1 (stereo not given)	15.7%	1	11.6%	1.2%	-2.9%	-21.4%	-2.5%	-10.6%	-9.8%

Single entries from the entries so far.
`Clc1ccc(C2CC(c3cccs3)n3ncnc3N2)c(Cl)c1` (stereo not given) in human PMI inhibitors reads 3.0%
`Cc1ccc(NC(=O)COC(=O)c2cc(Cl)ccc2Cl)c(Br)c1` in LYP phosphatase reads -2.5%

Following part.
SMILES	human PMI inhibition	TNAP activators	human PMI inhibitors	KOR beta-arrestin-1	LYP phosphatase	NOD1 NF-kB reporter	XIAP antagonists	KOR beta-arrestin-2	HEK293 NOD2/NF-kB
COc1ccc(C(=O)/C=C/c2ccc(N3CCCCC3)c([N+](=O)[O-])c2)cc1	12.5%	1	-2.6%	-6.2%	-1.0%	15.6%	-5.0%	39.8%	10.2%
O=C(NCc1ccccn1)C(=O)NN=C1CCCCCCCCCCC1	2.6%	1.4	7.4%	-11.0%	-3.2%	-4.7%	-4.7%	-9.2%[20 µM]	24.1%
O=C(COC(=O)c1ccc[nH]c1=O)NC1CCCCCC1	-3.6%	1.1	-7.6%	-0.2%	-0.9%	-24.7%	-5.2%	7.7%	11.1%
COC(=O)c1ccc(NC(=O)C23CC4CC(C2)CC(n2cnc(Cl)n2)(C4)C3)cc1	-3.6%	1.1	-5.4%	0.8%	-3.3%	22.7%	-10.9%	-10.2%	17.3%
CC(C)OC(=O)CSc1nc(Cc2cccs2)nc2ccccc12	14.4%	1	9.6%	-2.7%	-2.2%	-7.8%	-3.8%	1.1%[20 µM]	0.3%
O=C(N/N=C/c1ccc(-c2cccc([N+](=O)[O-])c2)o1)[C@H]1C[C@@H]1c1ccccc1	1.5%	1	8.6%	4.7%	7.4%	6.2%	-4.3%	11.2%	-15.1%
CC1CC(C)(C)Nc2ccc(OC(=O)c3ccco3)cc21 (stereo not given)	13.6%	1.1	25.5%	-2.5%	-12.2%	44.8%	-2.3%	20.6%	29.8%
CCOc1ccc(S(=O)(=O)n2cc(-c3ccc(F)cc3)c(N)n2)cc1	13.6%	1.2	7.4%	-2.1%	-3.2%	-5.5%	-4.0%	8.8%	-3.4%
O=C(CCN1CCN(c2ccccc2F)CC1)Nc1cccc(F)c1	.	.	.	-0.4%	-10.1%	-19.5%	.	-30.0%[20 µM]	3.6%
CC(C)(C)c1ccc(CSc2nc(N)cc(=O)[nH]2)cc1	.	.	.	-1.3%	-5.0%	-7.7%	.	3.9%	0.6%
CC1CN(Cc2nc3c(c(=O)n(C)c(=O)n3C)n2Cc2ccccc2)CC(C)O1 (stereo not given)	-1.1%	1.2	-1.6%	-5.7%	-8.3%	-6.2%	1.2%	-10.5%	14.4%
O=C(NCc1ccccn1)c1ccc(Br)s1	-2.3%	1.1	-12.4%	-1.7%	2.2%	.	3.7%	25.5%	-6.1%
O=C1/C(=C/c2ccccc2)CCC1C1CCCC1 (stereo not given)	21.1%	1.2	16.2%	1.1%	-2.8%	-20.9%	-3.2%	-4.2%	8.5%
COc1ccc(F)cc1C(=O)C1CCCN(C(=O)c2ccc(C(C)=O)s2)C1 (stereo not given)	.	.	.	1.1%	-5.6%	2.9%	.	-59.4%	8.0%
CCC1(C)Cc2nc3sc(C(=O)O)c(N)c3cc2CO1 (stereo not given)	-49.4%	1	-115.1%	0.7%	3.2%	-5.2%	-10.1%	-12.6%	-7.9%
Cn1cccc1/C=C1/SC(=O)N(CC(=O)N2CCCC2)C1=O	7.6%	1.1	13.1%	-0.3%	-5.5%	-6.7%	-4.5%	-4.8%	7.4%
CCOc1cc(N2CCOCC2)c(OCC)cc1NC(=O)c1ccc(C)cc1	1.7%	1.1	27.3%	-4.1%	-3.2%	-30.1%	-0.8%	17.1%	11.6%
Cc1ccc2nc3c(cc(C(=O)NC4CCCC4)c(=N)n3CCCn3ccnc3)c(=O)n2c1	.	1	.	.	-43.5%	-23.7%	-6.0%	-58.3%[20 µM]	0.2%
Cc1c(C(=O)OCC(=O)N(C)C2CCS(=O)(=O)C2)oc2ccc(Br)cc12 (stereo not given)	.	.	.	2.9%	-2.5%	-5.9%	.	25.0%	7.9%
CC1SC(=NC(=O)C(C)N2C(=O)c3ccccc3C2=O)NC1=O (stereo not given)	-8.8%	1.1	-11.9%	-3.0%	-3.6%	-6.5%	2.5%	15.4%	16.2%

The last four records of the part before open the next one.
SMILES	human PMI inhibition	TNAP activators	human PMI inhibitors	KOR beta-arrestin-1	LYP phosphatase	NOD1 NF-kB reporter	XIAP antagonists	KOR beta-arrestin-2	HEK293 NOD2/NF-kB
CCOc1cc(N2CCOCC2)c(OCC)cc1NC(=O)c1ccc(C)cc1	1.7%	1.1	27.3%	-4.1%	-3.2%	-30.1%	-0.8%	17.1%	11.6%
Cc1ccc2nc3c(cc(C(=O)NC4CCCC4)c(=N)n3CCCn3ccnc3)c(=O)n2c1	.	1	.	.	-43.5%	-23.7%	-6.0%	-58.3%[20 µM]	0.2%
Cc1c(C(=O)OCC(=O)N(C)C2CCS(=O)(=O)C2)oc2ccc(Br)cc12 (stereo not given)	.	.	.	2.9%	-2.5%	-5.9%	.	25.0%	7.9%
CC1SC(=NC(=O)C(C)N2C(=O)c3ccccc3C2=O)NC1=O (stereo not given)	-8.8%	1.1	-11.9%	-3.0%	-3.6%	-6.5%	2.5%	15.4%	16.2%
CCOC(=O)c1oc2ccccc2c1NC(=O)CCl	.	.	.	3.8%	-4.7%	21.9%	.	-17.4%	7.9%
CCn1c(SCC(=O)C(C)(C)C)nnc1-c1ccccc1OC	6.2%	1.1	7.2%	0.5%	-6.2%	-15.5%	-2.3%	2.2%	-8.0%
O=C(O)Cc1ccc(NC(=O)Nc2cccc3ccccc23)cc1	.	.	.	8.2%	-9.3%	-29.7%	.	-3.9%	-4.7%
CCc1ccc[n+](-c2nc([O-])sc2C=O)c1	.	.	.	2.3%	-7.3%	0.9%	.	6.0%	24.6%
COc1ccc(CN(C)CC(=O)NC(=O)NCc2ccccc2)cc1OC	-0.5%	1.1	-4.2%	3.8%	2.3%	-33.0%	-6.4%	-16.4%	-2.7%
O=C(CCC1N=C2c3ccccc3N=C(SCc3ccc(Cl)cc3)N2C1=O)NCc1ccco1 (stereo not given)	7.5%	1	10.9%	-4.7%	-9.5%	-9.1%	-4.6%	27.6%	9.2%
COc1ccc(N(Cc2cc3ccc(C)cc3[nH]c2=O)C(C)=O)cc1	-10.5%	1.1	-4.4%	-1.9%	-0.7%	11.5%	0.5%	18.7%	5.3%

These rows are one share of the data. The share of hits here may be higher or lower than overall.
